AID inh – inhibitors of human activation induced cytidine deaminase | Q9GZX7 | AID deamination FRET fluorescence, UDG-coupled, 4 h | Potency, µM (series often up to 115 µM), without a hit: at the highest dose activity change, negative = inhibition, actives largely listed as inhibitors | 91,000 tested, 0.32% active; note: nearly all actives have a fitted effect of over 25% in size
Target sequence (Q9GZX7 whole entry, looked up): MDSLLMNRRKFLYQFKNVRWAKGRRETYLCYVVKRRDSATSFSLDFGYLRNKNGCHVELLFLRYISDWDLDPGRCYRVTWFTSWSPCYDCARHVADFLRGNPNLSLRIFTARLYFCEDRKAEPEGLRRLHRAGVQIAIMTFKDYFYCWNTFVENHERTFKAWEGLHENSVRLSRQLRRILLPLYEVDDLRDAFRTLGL
UDG counterscr – UDG inhibition counter-screen; 91,000 tested, 0.14% active; FRET deamination/UDG coupled assay, UDG read, 4 h; Potency, µM (top dose mostly 115 µM), inactives show at the top dose activity change, negative = inhibition, most hits filed as inhibitors; note: nearly all actives have a fitted effect of over 65% in size
The depositor's hits bear a star; ? = inconclusive; & = joins results of further samples; [ ] = dose if it differs, or a comment. Calls come from the whole dose curve; as a rule, active = well fitted curve in the direction sought with a large enough effect; inconclusive = small, poorly fitted or top-dose-only effect, or another doubt; inactive = no such curve, though single readings can be large; an effect the other way counts as inactive or inconclusive. % is set by controls: 0 for no effect and ±100 for the full control effect; potency is the fitted concentration of half-maximal effect. This is a subset; the hit share may differ from the screen's.

smiles,AID inh,UDG counterscr
CCCN1Cc2cccc(C(=O)Nc3cc(Cl)ccc3C)c2C1=O,?,-13%
Cc1cc(C[n+]2ccccc2)c(C)cc1C[n+]1ccccc1,2%,-1%
CC(=O)c1ccc(NC(=O)Cn2c(=O)c3cccn3c3ccccc32)cc1,-1%,-2%[57.5 µM]
O=S(=O)(c1ccc2oc3ccc(S(=O)(=O)N4CCCCCC4)cc3c2c1)N1CCCCCC1,-1%,-9%
COC(=O)c1c(C)oc2ccc(OS(C)(=O)=O)cc12,-7%,-6%
CCCN1CCC(NC(=O)c2csc3c2CCCC3)CC1,-5%,0%
Cc1ccccc1NC(=O)Cn1c(=O)n(Cc2ccc3c(c2)OCO3)c(=O)c2oc3ccccc3c21,6%,5%
Cc1ccsc1/C=C1\Oc2cc(OS(C)(=O)=O)ccc2C1=O,-3%,-9%
CC(C)CN1CCN(CCO)CC1,-1%,-3%
CC1(C)SC2c3ccccc3C(=O)N2[C@@H]1C(=O)NCc1ccc(F)cc1 (stereo partly drawn),1%,6%
CCOc1ccc2nc(SCC(=O)N3CCN(S(=O)(=O)c4ccccc4)C3C(C)C)[nH]c2c1 (stereo not drawn),-1%,3%
Cc1ccc(C)c(N2CCN(C(=O)c3cc(S(=O)(=O)N4CCCCCC4)cn3C)CC2)c1,?,-16%
CCN(CC)C(=O)Cn1c(SCCOc2ccc(Cl)cc2)nc2ccccc21,-14%,-23%
CN(Cc1ccc(F)cc1)S(=O)(=O)c1nnc(NC(=O)c2ccccc2)s1,3%,-6%
CCOC(=O)CSc1nc2sc3c(c2c(=O)n1-c1ccccc1)CC(C(C)C)OC3 (stereo not drawn),7%,0%
COc1cc2nc(Nc3ccc(C)c(C)c3)nc(N)c2cc1OC,?,-12%
CC(C)c1ccccc1NC(=O)c1cc(Cl)ccc1F,-2%,8%
CC(C)CC(=O)Nc1ccc(C(N)=O)c(Cl)c1,10%,-2%
O=C(NCCN1CCCCCC1)C1CCC1,3%,5%
Cc1ccccc1C(=O)Nc1ccc(S(=O)(=O)N2CCC(c3nc4ccccc4s3)CC2)cc1,-15%,39%[activator]
O=C(CCn1c(=O)c2cccn2c2cccnc21)Nc1ccccc1C(F)(F)F,-7%,4%
CC(=O)Nc1ccc2nc(SCCOc3cc(C)cc(C)c3)sc2c1,15%,?
Cc1cccc(CS(=O)(=O)CC2Nc3ccc(C(=O)NCc4ccccc4Cl)cc3NC2=O)c1 (stereo not drawn),75%[activator],-1%[57.5 µM]
O=C(NCc1cccs1)c1nn(-c2ccccc2)nc1CO,-6%,-5%[57.5 µM]
COc1ccc(Cl)cc1NC(=O)Cc1coc2c(C)c(C)ccc12,?,-15%
Cc1nnc2n1CC(Nc1ncc(C(F)(F)F)cc1Cl)CC2 (stereo not drawn),-1%,-7%
O=C(NCc1ccccc1F)C1CCN(Cc2cc3ccccc3n2Cc2cccc(Cl)c2)CC1,-5%,-28%[57.5 µM]
CCOC(=O)c1c(C)[nH]c(C)c1S(=O)(=O)NCC(=O)Nc1cc(Cl)ccc1OC,5%,0%
COc1cc(CCC(=O)OCC(=O)c2ccc(Cl)cc2)cc(OC)c1OC,2%,-16%
COc1cc(-c2noc(-c3ccc(C(C)(C)C)cc3)n2)cc(OC)c1OC,-20%,-10%

Single records, from the list above.
Record of `Cc1cc(C[n+]2ccccc2)c(C)cc1C[n+]1ccccc1` : AID inh = 2%; UDG counterscr = -1%
Record of `CC(=O)c1ccc(NC(=O)Cn2c(=O)c3cccn3c3ccccc32)cc1` : AID inh = -1%; UDG counterscr = -2%[57.5 µM]

Next part:
smiles,AID inh,UDG counterscr
CCc1nc2cc(C#N)c(C#N)cc2nc1C,-3%,-4%
CC(=O)N1CCc2cc(CNS(=O)(=O)c3ccc(Br)s3)ccc21,-3%,4%[57.5 µM]
CC#CC[N+](C)(C)CCCCCCCCCCCC,?,-14%
O=C1CN(C(=O)Nc2ccccc2C(F)(F)F)C(c2ccccc2)c2c(sc3c2CCCC3)N1 (stereo not drawn),-13%,-8%
CCCc1nnc(NC(=O)Cn2ccc3c(Cl)cccc32)s1,-6%,1%
Cn1c(=O)cc(OCCCC(=O)Nc2ccc(F)cc2)c2ccccc21,-4%[57.5 µM],-19%[57.5 µM]
O=C(NCCO)C(=O)Nc1c2c(nn1-c1ccc(F)cc1)CSC2,11%,11%
COc1ccc(C(=O)/C=C/c2cc(OC)ccc2OC)cc1,-21%,-8%
COc1ccc(NC(C)=O)cc1NC(=O)CCc1c[nH]c2ccccc12,6%,2%
COc1ccc(-c2noc(CNC(=O)CCc3c(C)c4ccc(O)cc4oc3=O)n2)cc1,-12%,-5%
Clc1cccc(CNCCOc2ccccn2)c1,-5%,-5%
CCOC(=O)c1cc(-c2ccccc2)n(CCC(=O)NCc2ccccc2Cl)c1C,-21%,-10%[57.5 µM]
Cc1ccc(O)c(NC(=O)c2nc3nc(C)cc(C(F)F)n3n2)c1,18%,-7%
Cc1nc(-c2ccc(S(=O)(=O)N(Cc3ccccc3)C(C)C)cc2)co1,?,-24%
COc1ccc(Cc2nc3ccc(C(=O)NCCc4ccccc4)cc3o2)cc1,?,-11%
Cn1cc(C(=O)Nc2ccc(C#N)cc2)c2ccccc2c1=O,-2%,-9%
CCn1c(CN2CCCCC2)nc2cc(NC(=O)COc3ccc(C(C)(C)C)cc3)ccc21,2%,4%
CCC(CC)NC(=O)Nc1ccc(C)c(F)c1,-2%,3%
COC(=O)c1cc2occc2n1Cc1nc(-c2cccc(Cl)c2)oc1C,11%,2%
CC(C)(C)C(=O)Cn1cnc(C#N)n1,-1%,1%
COc1ccccc1C(=O)Nc1ccc(C(=O)OCc2cc(=O)n3ccsc3n2)cc1,-8%,-6%
O=C(Nc1ccc(F)cc1)C1CCN(c2nc3ccccc3nc2C(F)(F)F)CC1,9%,13%
CCc1ccc(-n2cccc2)cc1,-3%,-2%
S=C(NCCc1ccccc1)c1ccccc1,-2%,-3%
CNC(=O)c1ccc(CN(C)c2nc3ccccc3o2)cc1,4%,7%
Cc1ccc(NC(=O)CN(C)CC(=O)NC2(C#N)CCCC2)cc1,1%,6%
CN(CCCC(=O)OC(C)(C)C)C(=O)/C=C/c1ccc(Cl)cc1,-13%,-8%
CCN(CC)CCNC(=O)C(=O)Nc1cccc2[nH]ccc12,-7%,-6%
COCCCNC(=O)c1cc2cc(S(=O)(=O)N3CCCCC3)ccc2n1C,5%,-6%
O=C(CN1C(=O)CSc2ccc(S(=O)(=O)N3CCCC3)cc21)Nc1cccc(Cl)c1,0%,-1%[57.5 µM]

Sorted by number of heavy atoms (lowest first): some entries from above.
smiles,AID inh,UDG counterscr
CCCc1nnc(NC(=O)Cn2ccc3c(Cl)cccc32)s1,-6%,1%
CC(=O)N1CCc2cc(CNS(=O)(=O)c3ccc(Br)s3)ccc21,-3%,4%[57.5 µM]
Cc1ccc(O)c(NC(=O)c2nc3nc(C)cc(C(F)F)n3n2)c1,18%,-7%
COc1ccc(NC(C)=O)cc1NC(=O)CCc1c[nH]c2ccccc12,6%,2%
CCn1c(CN2CCCCC2)nc2cc(NC(=O)COc3ccc(C(C)(C)C)cc3)ccc21,2%,4%
O=C1CN(C(=O)Nc2ccccc2C(F)(F)F)C(c2ccccc2)c2c(sc3c2CCCC3)N1 (stereo not drawn),-13%,-8%

An excerpt from above in order of the AID inh value, rising:
structure	AID inh
COc1ccc(C(=O)/C=C/c2cc(OC)ccc2OC)cc1	-21%
CCCc1nnc(NC(=O)Cn2ccc3c(Cl)cccc32)s1	-6%
CC(=O)N1CCc2cc(CNS(=O)(=O)c3ccc(Br)s3)ccc21	-3%
CC(C)(C)C(=O)Cn1cnc(C#N)n1	-1%
O=C(NCCO)C(=O)Nc1c2c(nn1-c1ccc(F)cc1)CSC2	11%

(list continues)
smiles,AID inh,UDG counterscr
Cc1cccc(CNC(=O)c2ccc3c(c2)c(C)c(C)n3Cc2ccccc2)c1,42%[activator],13%
COc1cccc(CNC(=O)C(Cc2ccccc2)NS(=O)(=O)c2ccc3c(c2)oc(=O)n3C)c1 (stereo not drawn),10%,45%[activator]
Cc1ccc(S(=O)(=O)Nc2c(C)nc3nc(C)[nH]n3c2=O)c(C)c1,19%,7%
CCc1nc2nc(C)cc(Nc3ccc(OC)cc3OC)n2n1,2%,-6%
Cc1ccc(-c2noc(-c3cccnc3NCc3ccc(Cl)cc3)n2)cc1,-7%,?
CC1CCN(c2nc3ccc(C(=O)N4CCN(c5ccccc5)CC4)cc3s2)CC1,-30%,9%
Cc1c(C(=O)NCc2ccccc2Cl)sc2nc3n(c(=O)c12)CCC3,-1%,0%
COCCCNC(C(=O)O)c1cn(CC(=O)O)c2ccc(OC)cc12 (stereo not drawn),35%[activator],3%
Cc1ccccc1NC(=O)c1c(C)oc2ccc(O)c(CN3CCC(C)CC3)c12,-17%,?
O=S(=O)(O)CCl,-6%,-2%
O=C(O)CC/C(=C/c1ccc(OC(F)F)cc1)c1nc2ccccc2s1,-13%,1%
Cc1cc(OCCn2cc(C(=O)c3cccs3)c3ccccc32)ccc1Cl,?,-14%
CCn1cnc2c1c(=O)n(CC(=O)N1CCCc3ccccc31)c(=O)n2Cc1ccccc1,-5%,-4%
CCOc1ccc(N(C)S(=O)(=O)c2cc(-c3cnc(C)o3)ccc2OC)cc1,-18%,0%
CN(C)c1ccc(NCc2cccc(Br)c2)cc1,-2%,1%
O=C(Nc1ccc(Cl)c(C(F)(F)F)c1)c1ccc(F)cc1,1%,0%
O=c1[nH]c(-c2cccc(O)c2)nc2c1Cc1c(ccc3ccccc13)O2,-1%,3%
COc1ccccc1NC(=O)C1CCCN(c2ccc3nncn3n2)C1 (stereo not drawn),7%,-4%
Cc1c(-c2nc(-c3ccc4c(c3)OCO4)no2)nnn1-c1cccc(C(F)(F)F)c1,2%,-10%
CCOCCCNC(=O)C(Cc1ccccc1)NS(=O)(=O)c1ccc2c(c1)c(=O)n(C)c(=O)n2C (stereo not drawn),-4%,1%
CC(C)CS(=O)(=O)CCC(=O)O,-6%,-6%
Cc1cccc(C(=O)N2CCc3cc(CNC(=O)CCc4ccccc4)ccc32)c1,-20%,-2%
COc1cc2nc(SCc3ccc(F)cc3)n3nc(CCn4c(C)nc5ccccc54)nc3c2cc1OC,-8%,-11%
NCCC1CCCC(CCN)N1 (stereo not drawn),21%,0%
COCCn1c(SCC(=O)Nc2ccc(Cl)c(C(F)(F)F)c2)nc2ccsc2c1=O,-13%,-11%
CCOc1ccc(CCNC(=O)Cn2c(-c3cccs3)cc3ccccc32)cc1OCC,23%,4%
COCCn1c(C)cc(C(=O)C(=O)Nc2nnc(CSCc3cccc(C)c3)s2)c1C,-6%,-5%
CCN(CC)c1ccc(NS(=O)(=O)c2ccc3c(c2)CCCC3)cc1C(=O)O,5%,-3%
C/C(=N\NC(=O)c1ccccc1)c1ccc2c3c(cccc13)CC2,3%,4%
Cn1c(=O)n(Cc2ccccc2)c(=O)c2c1nc(Br)n2CC(=O)c1ccccc1,-16%,-1%

More entries follow.
smiles,AID inh,UDG counterscr
CN(C)CCC(c1ccc(Br)cc1)c1ccccn1 (stereo not drawn),-17%,-5%
O=C(Cn1c(-c2ccccc2)cc2ccccc21)N1CCCCC1,0%,4%
Cc1ccc(N2CCN(C(C(=O)O)c3c[nH]c4cc(NC(=O)C(C)C)ccc34)CC2)c(C)c1 (stereo not drawn),-4%,-3%
CCc1ccc(CNC(=O)COC(=O)c2ccc(Cl)cc2)cc1,-11%,2%
Cc1nc2c(-c3ccc(F)cc3)c(C)nn2c(C)c1CCC(=O)NCc1ccc(Cl)cc1,6%,-2%
CCC(=O)N1CCc2cc(S(=O)(=O)NC(CC(C)C)C(=O)Nc3ccc(CC)cc3)ccc21 (stereo not drawn),-15%,-4%
Cc1ccc(CNC(=O)CCc2c(C)nc3c(c(C)nn3-c3ccccc3)c2C)cc1,6%,-14%[57.5 µM]
COc1cccc(-c2nc(CS(=O)(=O)CC(=O)NCCCN3CCN(C)CC3)c(C)o2)c1,-4%&-24%,0%&2%
Cc1ccc(C)c(N2CCN(C(=O)Cn3ncc4c(=O)oc5ccc(C)cc5c43)CC2)c1,?,2%
CCn1c(=O)c(N2CCC(NC(=O)Nc3cccc(C)c3)CC2)nc2ccccc21,-8%,22%
O=C1CCc2cc(S(=O)(=O)NCc3ccccc3Cl)cc3c2N1CCC3,-6%,6%
CCOc1ccc(-n2c(=O)c3c(C)c(C)sc3n(CC(=O)c3ccccc3)c2=O)cc1,10%,32%[activator]
CC(C)(C)c1ccc(/C=N/Nc2ccc(Cl)c(Cl)c2)cc1,-22%,-10%
CC1CCCc2sc3nc(SCC(=O)c4ccc(Cl)cc4)nc(N)c3c21 (stereo not drawn),-25%,-20%
Cc1oc(-c2ccccc2F)nc1Cn1c(SCc2ccccc2F)nc2ccncc21,?,9%
Cc1nc2c(ccc3c(C)c(C)[nH]c32)s1,-3%,4%
CNC(=O)c1ccc2c(c1)OCC(=O)N2,9%,-3%
CC(C(=O)N(C)CC(=O)Nc1ccccc1C(F)(F)F)N1CCCCC1 (stereo not drawn),3%,1%
